Assay outcomes: PubChem, several laboratories
5HT1a ag – human 5-HT1a receptor agonists, primary screen, cell-based, CHO, Ga15 NFAT-bla reporter | 65,000 compounds, 0.56% hits | CHO 5-HT1a Ga15 NFAT-bla reporter, FRET ratio; 0% basal, 100% maximal reference agonist | 5-hydroxytryptamine receptor 1A (Homo sapiens), P08908 | activation, % at 10 µM;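 active = activation above the screen-wide mean activation plus 3 SD, cut at about 19% in these data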;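 note: 0% = DMSO wells and 100% = 5-CT at EC100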
MMP13 inh – human MMP13 inhibitors, primary screen, biochemical, FRET peptide cleavage; Collagenase 3 (Homo sapiens), P45452; MMP-13 fTHP FRET cleavage, Mca fluorescence; inhibition, % at 4 µM; 65,000 compounds, 0.07% hits; AID 570, 2006;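 active = inhibition above the mean of compound-free control plate wells plus 3 SD, cut at about 14% in these data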;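 note: 0% = DMSO wells and 100% = wells with reference MMP-13 inhibitor after basal subtraction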
RORA act – activators of orphan receptor RORA, primary screen, cell-based, luminescence; CHO-K1 Gal4-RORA LBD luciferase reporter; percent increase over mock-subtracted basal signal; activation, % at 10 µM; 65,000 compounds, 1.5% hits;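 active = activation above the mean of all tested compounds plus 3 SD, cut at about 49% in these data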;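 note: 0% = DMSO-treated RORA cells and 100% = added signal equal to DMSO minus mock-transfected cells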
Target sequence (P35398 whole entry, looked up, the tested form may be a part): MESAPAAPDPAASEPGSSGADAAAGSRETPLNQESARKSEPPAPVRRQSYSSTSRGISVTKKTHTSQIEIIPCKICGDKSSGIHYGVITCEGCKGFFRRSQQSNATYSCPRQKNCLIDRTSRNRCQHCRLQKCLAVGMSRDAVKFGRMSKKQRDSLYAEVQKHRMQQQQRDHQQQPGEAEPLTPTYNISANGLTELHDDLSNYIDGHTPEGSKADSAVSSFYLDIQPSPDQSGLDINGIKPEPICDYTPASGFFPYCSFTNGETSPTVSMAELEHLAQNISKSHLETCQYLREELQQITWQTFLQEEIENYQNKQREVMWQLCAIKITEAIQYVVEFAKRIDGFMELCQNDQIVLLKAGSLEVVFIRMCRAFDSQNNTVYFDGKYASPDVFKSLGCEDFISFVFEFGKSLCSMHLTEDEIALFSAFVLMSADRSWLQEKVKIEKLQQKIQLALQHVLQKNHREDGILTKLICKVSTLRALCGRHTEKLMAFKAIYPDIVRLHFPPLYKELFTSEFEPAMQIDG
A340 absorber – compound light absorbance at 340 nm, profiling panel, artefact control, biochemical, MLSMR library, data from PS, PMK, MK assays; compound absorbance at 340 nm, fold over control; fold change at 10 µM; 65,000 tested, under 10 active;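 active = at 10 µM dose, initial 340 nm absorbance at least 2 fold that of control wells; inactive = change under 2 fold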;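 note: initial absorbance extrapolated from kinetic A340 decline of NADH oxidation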
5-HT1A blocker – human 5-HT1a receptor antagonists, primary screen, cell-based, CHO, Ga15 NFAT-bla reporter | 5-hydroxytryptamine receptor 1A (Homo sapiens), P08908 | CHO 5-HT1a Ga15 NFAT-bla reporter, antagonist mode | AID 612, 2007 | inhibition, % at 10 µM | 62,000 compounds, 0.68% hits;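 active = inhibition above the mean of all tested compounds plus 3 SD, cut at about 43% in these data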;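 note: receptor stimulated by 5-CT agonist at 100 nM near EC80; beta-lactamase reporter measured by ratiometric fluorescence of a cleavable substrate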
TNAP act DEA – human TNAP enzyme activators, primary screen, biochemical, luminescent, intermediate phosphate acceptor level | activation factor at 20 µM | AID 813, 2007 | 64,000 tested, under 10 active | purified TNAP, CDP-star luminescence, 100 mM DEA, 30 min; stronger effect = higher value; scale: 0 levamisole-inhibited, 1 vehicle-only enzyme;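 active = activation factor of at least 2 at 20 µM, relative to controls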
Target sequence (P05186 whole entry, looked up): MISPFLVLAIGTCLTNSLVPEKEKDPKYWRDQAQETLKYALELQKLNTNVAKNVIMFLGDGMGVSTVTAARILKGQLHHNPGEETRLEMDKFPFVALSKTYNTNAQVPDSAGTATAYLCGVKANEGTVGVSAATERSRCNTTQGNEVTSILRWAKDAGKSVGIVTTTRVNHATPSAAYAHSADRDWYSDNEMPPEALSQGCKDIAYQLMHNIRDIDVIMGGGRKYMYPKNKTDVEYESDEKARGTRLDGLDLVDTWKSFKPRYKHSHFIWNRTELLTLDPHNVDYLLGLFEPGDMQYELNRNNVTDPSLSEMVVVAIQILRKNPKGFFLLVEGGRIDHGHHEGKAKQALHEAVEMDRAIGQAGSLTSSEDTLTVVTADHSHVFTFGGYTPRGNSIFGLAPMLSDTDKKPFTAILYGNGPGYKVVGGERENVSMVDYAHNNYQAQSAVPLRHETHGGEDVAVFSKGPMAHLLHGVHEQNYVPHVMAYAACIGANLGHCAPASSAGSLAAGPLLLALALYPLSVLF
Autofluor 339 – intrinsic fluorescence of library compounds, ex339/em460 – biochemical, MLSMR library, data from DPM-DC assay, artefact control, profiling panel. 65,000 compounds, 5.5% hits. fluorescence fold increase at 10 µM. compound autofluorescence, ex339/em460 nm, NADH buffer; stronger effect = higher value; 1 = no-compound wells, NADH background. AID 709, 2007;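 active = at 10 µM, mean starting fluorescence two-fold or more over control wells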;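 note: signal is the first read of a kinetic run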
NADH coupling – inhibitors of PK/LDH coupling enzymes, profiling panel, artefact control, biochemical, MLSMR library; coupled PK/LDH NADH assays, four targets; IC50, µM (series often up to 10 µM), without a hit: at the highest dose inhibition; 65,000 compounds, 0.02% hits;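 active = single-dose screening hits from any of four coupled enzyme assays that gave an IC50 when retested across doses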;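 note: the DPM-DC format reads NADH fluorescence rather than 340 nm absorbance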
SF-1 act – activators of human SF-1, primary screen, cell-based, CHO-K1, Gal4-SF-1 LBD, luciferase luminescence | CHO-K1 Gal4-SF-1 LBD luciferase reporter; % increase over DMSO SF-1-specific signal | activation, % at 10 µM | 65,000 compounds, 1.9% hits;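 active = activation above the mean activation of all tested compounds plus 3 SD, cut at about 50% in these data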
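Test system: transient Gal4-SF-1 LBD reporter, CHO-K1; Amount: 4,000 CHO-K1 cells per well; Doses: 10 µM only; Timing: compound exposure 20 h at 37 °C; Signal: luciferase light emission; Read-out basis: percent activation relative to DMSO median and mock-transfected background; Control set: DMSO negative control and −SF1 background wells; Replicates: one test per compound.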
* marks the source's active call; other numbers are inactive results; . = not tested or not shown; [ ] = dose if it differs, or a comment. A portion of the library; count on the stated rates, not on these rows.

Every second line gives: 5HT1a ag	MMP13 inh	RORA act	A340 absorber	5-HT1A blocker	TNAP act DEA	Autofluor 339	NADH coupling	SF-1 act
> O=C1C2CCN(CC2)[C@@H]1Cc1ccc2ccccc2c1O
    0.1	-5	-2	1	.	0.9	1.1	6%	7
> Cc1ccc(-n2c(O)c(C=NCc3cccnc3)c(=O)[nH]c2=O)cc1C
    -4.5	3	10	0.99	-4	0.9	1.1	8%	8
> CN(C)C(=O)CSc1nnc([C@@H](N)Cc2ccccc2)o1
    -0.9	-7	-2	1	-3	0.9	1.1	2%	7
> c1ccc2c3c([nH]c2c1)CNCC3
    0.1	-5	-4	0.98	.	0.9	1	3%	-8
> O=C1NC(=O)[C@]2(Cc3ccccc3N3CCN(c4ccccc4)CC32)C(=O)N1c1ccccc1 (stereo partly drawn)
    -2.4	6	-26	1	21	0.9	1.2	6%	6
> O=C1NC(=O)C2(Cc3ccccc3N3CCCC32)C(=O)N1c1ccccc1 (stereo not drawn)
    0.8	-5	1	1	-17	0.9	1.1	9%	-3
> c1ccc2c(c1)[nH]c1cnccc12
    0.7	-106[fluorescence artefact?]	-24	1	.	0.9	2.4*	1%[fluoresces]	-7
> COCCn1cc(C(=O)N2CCC3(CC2)OCCO3)c2c3ccccc3n(C)c2c1=O
    -2.3	-59	18	1	5	0.9	4.3*	7%[fluoresces]	1
> Cc1cc2c(C(F)(F)F)cc(=O)oc2c2c1NCCC2
    3.1	1	-8	1	6	1	1.3	9%	-8
> Cc1nc2cc(F)ccc2n1C1CCN(Cc2nnnn2CCc2ccccc2)CC1
    1.1	5	-9	1	15	0.9	1	4%	3
> O=c1cccc2n1CC1CC2CN(Cc2c(Cl)cccc2Cl)C1 (stereo not drawn)
    -1.6	5	-4	1	-1	0.9	1.1	4%	-3
> Cc1cccc(OC(=O)N2CCOCC2)c1
    -2.0	-2	-12	1	6	1	1.1	4%	15
> CN(C)P1(N(C)C)=Nc2c(c(N)nn2C)C(c2ccccc2)=N1
    -1.9	2	-7	1.1	-11	0.9	1.1	2%	12
> O=c1cccc2n1CC1CC2CN(c2ncnc3c2cnn3-c2ccc(Cl)cc2)C1 (stereo not drawn)
    2.7	0	-10	1.1	1	0.9	1.1	3%	6
> COC(=O)C(O)(c1ccc(N(C)S(=O)(=O)c2ccccc2)cc1)C(F)(F)F (stereo not drawn)
    -1.1	-8	22	1	6	1	1.1	2%	8
> Cc1nc2cc(C(=O)N3CCC4(CC3)OCCO4)ccc2n1-c1cccc(F)c1
    6.9	0	4	1	0	.	1.1	5%	-5
> O[C@H]1C2CCC1C(N1CCCCC1)CC2 (stereo partly drawn)
    0.4	-1	-9	1	5	0.9	1	5%	-6
> CC(C)Oc1ccc(Cc2c(O)[nH]c(=O)[nH]c2=O)cc1
    -7.0	7	-22	1	6	0.9	1.1	5%	24
> CCCCCCn1c(O)c(C(C)=NC)c(=O)[nH]c1=O
    -0.3	1	10	1	.	0.9	1.1	2%	1
> CCC(=NCc1ccc2c(c1)OCO2)c1c(O)n(C)c(=O)n(C)c1=O
    1.8	-10	1	1	-11	0.9	1.1	6%	-6
> CCC1(c2ccccc2)C(=O)N(COC)C(=O)N(COC)C1=O
    -0.7	2	-22	1	3	1	1	2%	0
> COC(=O)CC1NC2CCCCC2NC1=O (stereo not drawn)
    -3.2	4	4	1	-3	0.9	1.1	4%	14
> c1ccc(C(OCCN2CCNCC2)c2ccccc2)cc1
    -4.3	2	19	0.98	5	0.9	1.1	10%	9
> COCCCn1c(N)c(C(=O)OCCOC)c2nc3ccccc3nc21
    2.1	-302[fluorescence artefact?]	-9	1.1	18	0.9	3.8*	13%[fluoresces]	11
> CCCCNC(=O)Nc1ccc(C(O)(C(=O)OCC)C(F)(F)F)cc1 (stereo not drawn)
    -0.5	-4	-3	1	.	1	1.1	4%	12
> COC(=O)N(c1ccc(OC)cc1)P1(=S)OCCC(C)O1 (stereo not drawn)
    0.1	4	-4	0.95	-13	1	1.1	8%	1
> Cn1cc(CCC(=O)N2CCC3(CC2)OCCO3)c2ccccc21
    3.6	-4	4	0.97	1	1	1	8%	-6
> NC(=O)CN1C2CCC1CC(NC(=O)C1CC1)C2 (stereo not drawn)
    -0.1	0	-5	0.99	-9	1	0.9	9%	-7
> CCOP(=O)(C#CC(C)(C)C)C(C)(O)c1ccccc1 (stereo not drawn)
    1.4	-2	9	1	10	1	1.1	2%	2
> CC(=O)Nc1ccccc1OP1(=O)COc2ccccc2OC1
    0.3	-2	18	1	-14	0.9	1.1	7%	-9
> COc1ccc(CCNC(=O)c2c(N)n(CCN3CCOCC3)c3nc4ccccc4nc23)cc1
    11	-82[fluorescence artefact?]	-8	1	-34	0.9	3.4*	2%[fluoresces]	5
> COC(=O)CC1=C(C(=O)OC)C2(C(=O)Nc3c(C)cccc32)C(C#N)=C(N)O1 (stereo not drawn)
    -2.0	-9	-6	1.1	-1	0.9	1.1	6%	1
> Cc1nnc2ccc(N3CCN(C)CC3)nn12
    -2.7	2	-9	1	8	0.9	1.1	7%	11
> CCN1CCN(Cc2ccc(OC(F)(F)F)cc2)CC1
    -0.7	4	-18	1	-8	0.9	1.1	5%	-10
> Cc1ccc(CCN2CC(C(=O)N3CCC4(CC3)OCCO4)CC2=O)cc1 (stereo not drawn)
    -3.4	-1	13	0.99	4	1	1.1	8%	-4
> CC1SC2(CN3CCC2CC3)NC1=O (stereo not drawn)
    0.4	-2	6	1	-4	0.9	1.1	3%	-13
> COC(=O)COc1cc(C)cc2oc(=O)c3c(c12)CCCC3
    0.6	-90[fluorescence artefact?]	11	1	-8	1	2.2*	3%[fluoresces]	-4
> CCCCN1C(=O)NC(=O)C2(Cc3c(nc4ccccn4c3=O)N3CCc4ccccc4C32)C1=O (stereo not drawn)
    -0.6	-2	-5	1.1	-4	0.9	1.8	5%	3
> O=C(Cc1cccs1)N1CCC2(CC1)OCCO2
    -2.5	-2	4	1	4	1	1.1	3%	8
> CCOC(=O)CC1=C(C(=O)OCC)C2(C(=O)N1)C(C(=O)OC)=C(N)Oc1ccccc12 (stereo not drawn)
    -0.7	7	-16	1	2	0.9	1.1	4%	5
> CCN(CC)c1ccc(N=Cc2c(O)n(-c3ccccc3C)c(=O)[nH]c2=O)cc1
    -0.2	9	-1	1.1	.	0.9	1.1	3%	22
> CN1CCN(c2c[nH]c(=O)[nH]c2=O)CC1
    -1.7	0	8	0.98	0	0.9	1	3%	15
> CC(=O)CC(C)(C)n1c[n+](C)nn1
    -4.5	5	-9	1	.	0.9	1.1	3%	-2
> C=CCn1c(O)c(C(CC)=NCc2cc(OC)cc(OC)c2)c(=O)[nH]c1=O
    2.9	3	10	0.98	2	1	1.1	4%	9
> COc1ccc(CC2C(=O)NC(=O)N(c3ccccc3)C2=O)c(OC)c1 (stereo not drawn)
    6.5	-4	10	1	6	1	1.1	7%	11
> CCCn1ncc(C(=O)O)c1C
    -1.1	-1	20	0.98	-9	0.8	1.1	12%	0
> O=c1[nH]c(=O)n(Cc2ccco2)c(O)c1C=NCCN1CCOCC1
    -0.3	1	-16	1.1	.	0.9	1.1	3%	-6
> COC(=O)c1ccccc1OP1(=O)COc2ccccc2OC1
    0.7	-1	9	1	-5	0.9	1.1	5%	-7
> CCN1CCN(C(=O)Cc2coc3cc(C)cc(C)c23)CC1
    -3.1	-8	6	1	-9	1	1.1	4%	3
> O=C(Nc1ccc(OC(=O)N2CCCC2)cc1)N1CCOCC1
    -2.2	3	1	1.1	4	0.9	1.1	0%	2
> COC(=O)C1C2c3ccccc3OC1(C)N=c1s/c(=C/c3cn(C)nc3C)c(=O)n12 (stereo not drawn)
    1.0	0	-13	1.2	-10	0.9	1.1	5%	-5
> COc1ccc(CN2C(=O)CC(=O)NC2=O)cc1
    -2.7	-4	1	0.99	-21	0.9	1.1	7%	-11
> Cc1cc(S(=O)(=O)NCC(C)C)ccc1OCC(=O)N1CCN(Cc2ccccc2)CC1
    1.6	1	4	1.1	-1	0.9	1.1	2%	-5
> Cc1cc(CN(C)C)c(OC(=O)N(C)C)cc1C
    -3.8	1	-30	1	4	1.1	1.1	7%	-16
> C=Cn1c(P(=S)(N2CCOCC2)N2CCOCC2)cc2c1CCCC2
    -4.7	0	-16	1	11	1	1.1	5%	0
> O=c1cc(C2CCNCC2)[nH][nH]1
    -2.7	-7	-2	1	-10	1	1.1	6%	8
> CCSP1(=S)N=C(N2CCOCC2)C(C#N)=C2CCCN21 (stereo not drawn)
    -4.6	3	-11	1	-8	0.9	1.1	3%	-3
> Cc1cc([P+](=O)O)c(C)n1-c1ccc(Br)cc1
    -0.2	-1	0	1	5	0.9	1.1	11%	4
> O=C(O)CCCc1ccc(N(CCCl)CCCl)cc1
    -0.8	1	-2	0.99	.	0.9	0.97	4%	-34
> CCC(=NCC1CCCO1)c1c(O)n(Cc2ccccc2)c(=O)[nH]c1=O (stereo not drawn)
    1.7	-8	-5	0.98	-12	0.9	1	5%	-2

Complete entries, quoted from the list. Order of screens: 5HT1a ag, MMP13 inh, RORA act, A340 absorber, 5-HT1A blocker, TNAP act DEA, Autofluor 339, NADH coupling, SF-1 act
Record of `CC(=O)CC(C)(C)n1c[n+](C)nn1` = -4.5, 5, -9, 1, ., 0.9, 1.1, 3%, -2
Record of `CC(=O)Nc1ccccc1OP1(=O)COc2ccccc2OC1` = 0.3, -2, 18, 1, -14, 0.9, 1.1, 7%, -9

Continuation.
Every second line gives: 5HT1a ag	MMP13 inh	RORA act	A340 absorber	5-HT1A blocker	TNAP act DEA	Autofluor 339	NADH coupling	SF-1 act
> CCCCn1c(O)c(C=NCCN2CCCCC2)c(=O)[nH]c1=O
    -2.8	-5	-20	1	.	1.1	1.1	2%	-2
> CCCCn1c(=O)c(C(=O)Nc2nc3ccccc3[nH]2)c(O)c2ccccc21
    -2.1	-4	-18	1.1	-3	0.9	1.7	10%	-11
> CCOC(=O)c1c(C)c(C(=O)N2CCC3(CC2)OCCO3)c(C)n1CC
    -1.1	-3	-12	0.99	12	0.9	1.1	6%	0
> O=P(O)(O)C12CC3CC(CC(C3)C1)C2
    -2.8	3	5	1	-9	0.9	1.2	4%	5
> COCCOC(=O)c1c(N)n(Cc2ccccc2)c2nc3ccccc3nc12
    2.7	-278[fluorescence artefact?]	-20	1.1	33	0.9	3.9*	11%[fluoresces]	2
> CN1CCN(Cc2ccccc2C(F)(F)F)CC1
    -1.3	6	-1	1.1	6	0.9	1.1	4%	-5
> CCCCCCn1c(O)c(C=Nc2c(C)n(C)n(-c3ccccc3)c2=O)c(=O)[nH]c1=O
    1.2	-4	1	1.1	.	0.9	1	3%	-6
